ALOX12 inh = Primary qHTS assay for inhibitors of human arachidonate 12S-lipoxygenase (ALOX12): Round 2; Polyunsaturated fatty acid lipoxygenase ALOX12 (Homo sapiens), P18054; purified 12hLO, xylenol orange hydroperoxide absorbance; Potency, µM (series often up to 108 µM), inactives show top-dose activity change, negative = inhibition, hits mostly inhibitors; hit rate 1.1% among 580,000; also: potency is read from the fitted curve at half-maximal effect; % is scaled to controls: 0 for no effect and ±100 for the full control effect
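Purified human 12hLO at 150 nM in 25 mM Hepes, 0.01% Triton X-100, pH 7.0, preincubated 15 min at room temperature with compound. Reaction started with 40 uM arachidonic acid, 30 min at room temperature. Hydroperoxide measured by Fe-xylenol orange, 573/405 nm absorbance ratio.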
RGS4 inhibitor = Inhibitors of Regulator of G Protein Signaling (RGS) 4: qHTS; Regulator of G-protein signaling 4 (Homo sapiens), P49798; Transcreener GDP fluorescence polarization, RGS4-accelerated GTP hydrolysis; Potency, µM (series often up to 114 µM), for inactives: top-dose activity change, negative = inhibition, usual class: inhibitors; hit rate 0.039% among 390,000; also: potency is read from the fitted curve at half-maximal effect; % is scaled to controls: 0 for no effect and ±100 for the full control effect; nearly all actives have a fitted effect of over 75% in size; some results filed as inactive show a strong effect at the top dose
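MLSMR compounds (23 nl, pin-transferred) preincubated 10 min at room temperature with a 500nM (2x) first reagent, then RGS4 at 900nM (2x) plus Transcreener GDP mix added; fluorescence polarization (620/688 nm) read before and after 90 min at 30 °C.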
Pol beta inh = qHTS Assay for Inhibitors of DNA Polymerase Beta. Pol beta primer extension/strand displacement, fluorescence kinetic. P06746. hit rate 1.3% among 340,000. Potency, µM (top dose mostly 114 µM), inactives show at the top dose activity change, negative = inhibition, most hits filed as inhibitors; also: potency is read from the fitted curve at half-maximal effect; % is scaled to controls: 0 for no effect and ±100 for the full control effect
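10 nM enzyme + cpd, 15 min RT; start with substrate 50 nM final; read 0 min and after 10 min RT. Corrected, normalized data; 4-parameter Hill curve fit.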
Pol eta inh = qHTS for Inhibitors of Polymerase Eta; Potency, µM (series often up to 114 µM), inactives show at the top dose activity change, negative = inhibition, most hits filed as inhibitors; DNA polymerase eta (Homo sapiens), Q9Y253; hit rate 1.2% among 390,000; recombinant Pol eta, fluorescent DNA replication assay; also: potency is read from the fitted curve at half-maximal effect; % is scaled to controls: 0 for no effect and ±100 for the full control effect
Target sequence (Q9Y253 whole entry, looked up): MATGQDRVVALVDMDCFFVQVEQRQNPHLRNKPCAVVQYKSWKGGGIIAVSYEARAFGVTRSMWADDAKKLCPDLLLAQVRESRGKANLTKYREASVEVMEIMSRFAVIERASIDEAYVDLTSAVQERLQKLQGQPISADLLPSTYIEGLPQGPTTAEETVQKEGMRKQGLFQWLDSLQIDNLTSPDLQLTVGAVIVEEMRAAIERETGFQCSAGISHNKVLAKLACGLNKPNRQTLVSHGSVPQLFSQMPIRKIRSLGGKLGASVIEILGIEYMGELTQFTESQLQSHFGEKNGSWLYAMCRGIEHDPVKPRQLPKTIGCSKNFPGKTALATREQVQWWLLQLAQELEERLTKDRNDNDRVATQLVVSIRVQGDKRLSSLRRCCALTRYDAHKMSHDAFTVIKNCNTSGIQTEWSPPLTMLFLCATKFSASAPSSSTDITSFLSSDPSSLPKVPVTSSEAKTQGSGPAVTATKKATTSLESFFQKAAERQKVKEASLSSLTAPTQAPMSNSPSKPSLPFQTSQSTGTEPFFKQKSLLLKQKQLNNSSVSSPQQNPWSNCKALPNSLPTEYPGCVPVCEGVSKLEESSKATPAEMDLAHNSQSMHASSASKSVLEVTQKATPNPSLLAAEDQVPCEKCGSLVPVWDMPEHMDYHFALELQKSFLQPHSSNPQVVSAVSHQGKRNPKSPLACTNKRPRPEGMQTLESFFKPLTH
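Pol eta at 10 nM preincubated with compounds 15 min at room temperature; reaction started with fluorescent substrate (50 nM final) and read kinetically at 0 and 10 min.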
ERG Ets-DNA blk = qHTS for Small Molecule Inhibitors of the ERG Ets/DNA interaction | fluorescence polarization, His-ERG Ets domain / labelled DNA | Potency, µM (highest dose often 76.9 µM), inactives show top-dose FP activity, negative = inhibition, hits mostly inhibitors | hit rate 0.028% among 370,000; active = well fitted inhibition curve with a large enough effect in the polarisation, with a control signal flat; inconclusive = small, poorly fitted or top-dose-only effect, or effect the other way, or a change in a side signal; inactive = no such curve, though single readings can be large or run the other way; the % refers to the polarisation;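 also: polarization taken with two DNA probes labelled with fluorescein and Texas red; potency is read from the fitted curve at half-maximal effect; % of control where 0% means no effect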
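His-tagged ERG Ets domain (1 uM in the protein solution; 300mM KCl, 50mM Tris-HCl, 1mM EDTA, 1mM DTT, pH 7.5) received compound, then a probe mix of 5 nM fluorescein-DNA and 100nM Texas-615-DNA. Fluorescence polarization was read for both dyes.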
APEX1 inh = qHTS Assay for Inhibitors of the Human Apurinic/apyrimidinic Endonuclease 1 (APE1). Potency, µM (doses to about 65.8 µM), inactives show at the highest dose activity change, negative = inhibition, hits mostly inhibitors. recombinant APE1, TAMRA/BHQ-2 abasic DNA cleavage fluorescence. DNA repair nuclease/redox regulator APEX1 (Homo sapiens), P27695. hit rate 0.35% among 350,000. AID 2517, 2012;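 also: potency is read from the fitted curve at half-maximal effect; plate controls were vehicle for no effect and reference inhibitor for full effect; nearly all actives have a fitted effect of over 55% in size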
Target sequence (P27695 whole entry, looked up): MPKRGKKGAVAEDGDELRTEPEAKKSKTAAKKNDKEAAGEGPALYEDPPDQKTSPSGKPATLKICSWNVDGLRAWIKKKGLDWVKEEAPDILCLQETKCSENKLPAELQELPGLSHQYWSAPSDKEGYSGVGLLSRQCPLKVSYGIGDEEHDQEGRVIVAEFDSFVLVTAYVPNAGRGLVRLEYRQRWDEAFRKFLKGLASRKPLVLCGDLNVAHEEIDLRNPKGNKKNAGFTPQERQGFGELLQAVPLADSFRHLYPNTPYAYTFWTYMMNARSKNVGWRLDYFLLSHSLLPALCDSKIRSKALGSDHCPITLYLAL
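Step 1: APE1 (0.75 nM) with compound, 15 min RT. Step 2: add 50 nM fluorophore/quencher THF duplex. Step 3: three fluorescence reads 60 s apart (525/598 nm); read 3 minus read 1 = reaction progress.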
LDHA block = qHTS assay for inhibitors of human lactate dehydrogenase | L-lactate dehydrogenase A chain (Homo sapiens), P00338 | activity change, % (values are at about 110 or 230 µM) | purified LDHA, NADH/diaphorase-resazurin fluorescence; active compounds read low | AID 1347041, 2019 | hit rate 0.15% among 480,000; in the data active = activity change below about -30%; inconclusive = mostly about -25% to -30%;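 also: plate controls were DMSO wells for no effect and wells without enzyme for full effect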
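Remaining NADH was detected by diaphorase (0.133 mg/mL) converting 37 µM resazurin to fluorescent resorufin, read at 0 and 20 minutes. The preceding 5-minute room-temperature reaction used 2 nM LDHA, 0.2 mM sodium pyruvate and 0.06 mM NADH at pH 7.4.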
Pol kappa inh = qHTS for Inhibitors of Polymerase Kappa; Potency, µM (doses to about 107 µM), inactives show top-dose activity, negative = inhibition, most hits filed as inhibitors; hit rate 0.53% among 400,000; DNA polymerase kappa (Homo sapiens), Q9UBT6; AID 588579, 2011; purified Pol kappa, fluorescent DNA synthesis assay, 10 min; also: potency is read from the fitted curve at half-maximal effect; % is scaled to controls: 0 for no effect and ±100 for the full control effect
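10 nM Pol kappa was preincubated with compounds for 15 min at room temperature. Reaction started with 50 nM (final) substrate. Fluorescence read kinetically at 0 and 10 min.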
Anesthetic bind = qHTS Assay for Identification of Novel General Anesthetics; AID 485281, 2010; apoferritin/1-aminoanthracene competitive binding, fluorescence; hit rate 0.074% among 350,000; Ferritin light chain (Equus caballus), P02791; Potency, µM (series often up to 77.5 µM), for the others: at the highest dose activity change, negative = displacement, most hits filed as inhibitors; also: potency is read from the fitted curve at half-maximal effect; % is scaled to controls: 0 for no effect and ±100 for the full control effect; nearly all actives have a fitted effect of over 20% in size
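Read-out: endpoint 1-AMA fluorescence, excitation 380 nm and emission 535 nm, after compounds sit 10 min at room temperature with 10 uM horse-spleen apoferritin in 50% saturated 1-AMA/PBS. Values come from four-parameter Hill fits.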
The depositor's hits bear a star; ? = inconclusive; nt = no result given; [ ] = another dose, or the depositor's remark. Unless noted, calls follow the shape of the dose curve; as a rule, active = well fitted curve in the direction sought with a large enough effect; inconclusive = small, poorly fitted or top-dose-only effect, or another doubt; inactive = no such curve, though single readings can be large; an effect the other way counts as inactive or inconclusive. Some of the compounds tested (hit frequency here may not be typical).

SMILES	ALOX12 inh	RGS4 inhibitor	Pol beta inh	Pol eta inh	ERG Ets-DNA blk	APEX1 inh	LDHA block	Pol kappa inh	Anesthetic bind
CCOC(=O)C1=C(N)OC2=C(C(=O)CCC2)C1c1ccc(C)s1 (centres undefined)	-6%	-20%	-6%	-10%	nt	-5%	0	-6%	-7%
CCN1C(=O)C2(C(C#N)=C(N)Oc3n[nH]c(-c4ccc(Cl)cc4)c32)c2ccccc21 (centres undefined)	0%	-1%	2%	-20%	10%	-2%	8	-8%	-20%
NS(=O)(=O)c1ccc(NC(=O)CN2CCc3ccccc32)cc1	-21%	-3%	-2%	-9%	0%	2%	4	1%	0%
COc1cc(NC(=O)CC(C)n2nc(C)cc2C)cc(OC)c1 (centres undefined)	-1%	-24%	-1%	-2%	1%	nt	-4	-9%	2%
Cc1ccc(/C=N/NC(=O)CSCc2ccc(Cl)cc2)cc1	-4%	-18%	2%	-11%	-6%	-4%	-5	-19%	?
Cc1c(C(=O)OCC(=O)N2CCN(c3ccccc3)CC2)oc2ccccc12	-14%	1%	nt	-17%	6%	0%	-7	-8%	nt
COc1ccc(CNC(=O)CNC(C)c2ccc(F)cc2)cc1 (centres undefined)	0%	13%	?	-4%	2%	15%	-17	10%	0%
COc1cccc(OC)c1OCCCCCc1c(C)n[nH]c1C	?	-6%	7%	-25%	9%	-6%	-2	1%	-14%
O=C(c1cccc(Cl)c1)N1CCN(c2ccc(N3CCOCC3)nn2)CC1	-2%	-40%	nt	-8%	11%	1%	0	3%	nt
CC1=Nc2ccccc2/C1=C\c1sc(Nc2ccc(C)cc2)nc1O	-3%	5%	-5%	-6%	-7%	-3%	-9	-16%	-15%
CC(C)(CNC(=O)c1ccc(NS(=O)(=O)c2ccc(Br)cc2)cc1)N1CCOCC1	-13%	-19%	nt	-14%	4%	6%	3	-3%	nt
c1ccc(OCCN2CCN(C(c3ccccc3)c3ccccc3)CC2)cc1	?	9%	4%	-12%	7%	-7%	1	-8%	-2%
O=C(CSC1CN(C(c2ccccc2)c2ccccc2)C1)N/N=C/c1ccccc1	27%	-24%	1%	-24%	2%	-5%	3	-1%	3%
CC1CCCN(c2ccc(C(=O)NCc3ccccc3)cn2)C1 (centres undefined)	-2%	-7%	-4%	5%	0%	-2%	-7	-11%	?
O=C(O)C1CCCCN1S(=O)(=O)c1ccc2ccccc2c1 (centres undefined)	0%	10%	5%	4%	5%	0%	0	-18%	-4%
CCN(Cc1ccncc1)C(=O)c1ccc(C)o1	-24%	6%	46%	-11%	-10%	3%	-1	3%	-4%
Cc1ccc2occ(C3N[C@H](C(=O)O)CS3)c(=O)c2c1 (some centres undefined)	?	?	4%	?	-4%	1%	0	-9%	-19%
Cc1ccc([N+](=O)[O-])cc1S(=O)(=O)Nc1ccc(-c2ccc(N3CCOCC3)nn2)cc1	-2%	10%	nt	-3%	1%	0%	-3	-26%	nt
Cn1nnnc1SCCCNCc1cccc(OCc2ccccc2F)c1	-13%	-13%	6%	-9%	-7%	nt	-12	-6%	?
Cc1cc(C)c(NC(=O)c2cc(C)nc3c2c(C)nn3-c2cccc(F)c2)c(C)c1	1%	-15%	-2%	-14%	-4%	nt	-1	-5%	4%
CCc1nc(SCC(=O)c2ccc3c(c2)OCCO3)c2ccccc2n1	?	?	-9%	-20%	12%	-3%	-4	-6%	-11%
CCNS(=O)(=O)c1ccc(OC)c(C)c1	2%	22%	17%	-1%	nt	-1%	5	-13%	3%
COc1ccc(NC(=O)c2nn(C)c3c2CSc2ccc(C)cc2-3)cc1OC	-9%	-1%	-5%	-6%	1%	nt	-8	-5%[60.1 µM]	-11%
O=C(NCC(c1ccco1)N1CCCCC1)c1cc2c(s1)CCCC2 (centres undefined)	304%[activator]	-11%	nt	-13%	16%	11%	0	9%	nt
COc1ccc(N2CC(C(=O)N3CCN(c4ccccc4OC)CC3)CC2=O)cc1 (centres undefined)	-14%	2%	1%	-18%	-13%	38%	-9	-1%	2%
CCOC(=O)CN1CC23C=CC(O2)C(C(=O)Nc2cc(OC)ccc2OC)C3C1=O (centres undefined)	16%[57.4 µM]	3%	-3%	-3%	-11%	-7%	3	10%	45%[activator]
O=C(O)c1ccc2oc(=O)n(Cc3ccccc3)c2c1	?	-11%	0%	-10%	-1%	nt	0	-8%[60.1 µM]	44%[activator]
CC1CCN(c2ccccc2NC(=S)NC(=O)c2cccs2)CC1	32µM*	5%	4%	-4%	8%	-1%	1	-5%	?
Cc1cc(C)cc(NC(=O)N2CCN(Cc3ccc4c(c3)OCO4)CC2)c1	168%[activator]	8%	9%	-1%	-1%	3%	-3	-4%	-7%
Cc1ccc(CNC(=O)c2cccc(OCc3c(C)noc3C)c2)cc1	-1%	1%	6%	-13%	1%	-17%	0	10%	-21%
CCN1C(=O)C(C(=O)Nc2ccc(OC)cc2)C2CC1(C)Oc1ccccc12 (centres undefined)	18%	-22%	4%	-11%	-2%	-1%	-8	5%	6%
O=C(c1ccccc1F)n1c2c(c3ccccc31)CCCC2	-2%	6%	24%	-17%	9%	22%	0	-10%	7%
CN(CCOc1ccccc1)CC(=O)Nc1cc([N+](=O)[O-])ccc1Cl	-7%	4%	7%	-1%	-4%	1%	2	-16%	-17%
CN(C)c1nc(/C=C(\C#N)C(N)=O)c(Cl)n1-c1ccc(F)cc1	-14%	9%	18%	-19%	-3%	-6%	0	-15%	-1%
O=C(O)CNS(=O)(=O)c1ccc(Br)s1	-19%	-17%[11.4 µM]	9%	-11%	-2%	0%	-3	-9%	-7%
COc1ccc(C2=NN(C(C)=O)C(c3ccccc3)C2)cc1 (centres undefined)	10%	13%	1%	4%	1%	19%	-9	0%	5%

Arranged by formula weight (rising): 9 of the compounds above.
SMILES	ALOX12 inh	RGS4 inhibitor	Pol beta inh	Pol eta inh	ERG Ets-DNA blk	APEX1 inh	LDHA block	Pol kappa inh	Anesthetic bind
Cc1ccc2occ(C3N[C@H](C(=O)O)CS3)c(=O)c2c1 (some centres undefined)	?	?	4%	?	-4%	1%	0	-9%	-19%
O=C(O)CNS(=O)(=O)c1ccc(Br)s1	-19%	-17%[11.4 µM]	9%	-11%	-2%	0%	-3	-9%	-7%
NS(=O)(=O)c1ccc(NC(=O)CN2CCc3ccccc32)cc1	-21%	-3%	-2%	-9%	0%	2%	4	1%	0%
CCOC(=O)C1=C(N)OC2=C(C(=O)CCC2)C1c1ccc(C)s1 (centres undefined)	-6%	-20%	-6%	-10%	nt	-5%	0	-6%	-7%
CC1=Nc2ccccc2/C1=C\c1sc(Nc2ccc(C)cc2)nc1O	-3%	5%	-5%	-6%	-7%	-3%	-9	-16%	-15%
O=C(NCC(c1ccco1)N1CCCCC1)c1cc2c(s1)CCCC2 (centres undefined)	304%[activator]	-11%	nt	-13%	16%	11%	0	9%	nt
Cc1cc(C)cc(NC(=O)N2CCN(Cc3ccc4c(c3)OCO4)CC2)c1	168%[activator]	8%	9%	-1%	-1%	3%	-3	-4%	-7%
CCOC(=O)CN1CC23C=CC(O2)C(C(=O)Nc2cc(OC)ccc2OC)C3C1=O (centres undefined)	16%[57.4 µM]	3%	-3%	-3%	-11%	-7%	3	10%	45%[activator]
Cc1ccc([N+](=O)[O-])cc1S(=O)(=O)Nc1ccc(-c2ccc(N3CCOCC3)nn2)cc1	-2%	10%	nt	-3%	1%	0%	-3	-26%	nt

New compounds follow
SMILES	ALOX12 inh	RGS4 inhibitor	Pol beta inh	Pol eta inh	ERG Ets-DNA blk	APEX1 inh	LDHA block	Pol kappa inh	Anesthetic bind
CSc1ncccc1C(=O)OCC(=O)NC1CCS(=O)(=O)C1 (centres undefined)	?	8%	32%	-2%	1%	-1%	-12	-2%	-6%
COc1cccc(N2CCN(c3nc4ccc(C(=O)c5ccccc5)cc4n4c(C)nnc34)CC2)c1	-14%	9%	-7%	-12%	3%	nt	1	7%	0%
Cc1ccnc(Nc2nc(-c3ccc(F)cc3)cs2)c1	?	-5%	29%	-3%	3%	37%	-1	-16%	0%
CC(=O)c1cccc(S(=O)(=O)Nc2c(C)nn(C)c2C)c1	?	-12%	nt	-12%	-2%	33%	-7	-5%	nt
Cc1cc(C)cc(NC(=O)Nc2ccc(Cl)cn2)c1	-11%	5%	4%	3%	-8%	-2%	-6	0%[60.1 µM]	-7%
CCOC(=O)c1sc(-n2[nH]c(C)cc2=O)nc1C	0%	-8%	79%	-1%	-4%	-4%	-3	-12%	-11%

3 compounds already listed, ordered by the value under ALOX12 inh, largest number first.
| canonical_smiles | ALOX12 inh |
| --- | --- |
| CCOC(=O)c1sc(-n2[nH]c(C)cc2=O)nc1C | 0% |
| Cc1cc(C)cc(NC(=O)Nc2ccc(Cl)cn2)c1 | -11% |
| COc1cccc(N2CCN(c3nc4ccc(C(=O)c5ccccc5)cc4n4c(C)nnc34)CC2)c1 | -14% |

Screens as filed in PubChem.
